D1 antagonist: human D1 dopamine receptor antagonism; P21728; HEK293 TREx D1 cells, calcium flux, dopamine EC80; stronger effect = lower value; activity change, negative = inhibition, % at 10 µM; 3.2% of 360,000 active; in the data active means activity change below about -30%; further: on the % scale 0 is the no-effect control and ±100 the full control effect
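Cells carrying a force-coupled, tetracycline-inducible human D1 receptor report calcium flux. Each well gets a 10 s baseline, compound with 180 s monitoring, then an EC80 dopamine stimulus with a second 180 s kinetic read.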
D1 potentiator: human D1 dopamine receptor positive modulation | P21728 | HEK293 TREx D1 cells, calcium flux, dopamine EC20 potentiation | potentiation, % at 10 µM | 0.036% of 360,000 active | AID 504651; in the data active means potentiation above about 30%; further: 0% is about no effect
RXFP1 ag: agonists of human relaxin receptor RXFP1; Q9HBX9; HEK293T-RXFP1 cAMP TR-FRET, 30 min; response scale: percent of porcine relaxin response, buffer zero; Potency, µM (top dose mostly 57.5 µM), without a hit: at the highest dose activation, hits mostly activators; 0.3% of 370,000 active; further: potency means the concentration at half of the fitted maximal effect; on the % scale 0 is the no-effect control and ±100 the full control effect; nearly all actives have a fitted effect of over 60% in size; many of its hits are not listed in these tables
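Agonist response is measured as cAMP accumulation in an RXFP1-transfected HEK293T line under PDE4 inhibition. Values are scaled between buffer-only and 29 nM porcine relaxin, and EC50s come from standard Hill equation fits.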
D1 ag: agonists of human D1 dopamine receptor; HEK293 T-REx D1 cells, calcium flux, agonist mode; activation, % at 2 µM; 1% of 360,000 active; AID 504660; in the data active means activation above about 30%; further: 0% is about no effect
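Tetracycline-induced HEK293 TREx D1 cells, force-coupled to calcium signalling, were dye-loaded with a no-wash calcium kit. Compound was pin-added after a 10 s baseline. Fluorescence was read kinetically at 1 cycle/s for 180 s, with calcium rises flagged as agonism.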
Glioma ERSR ind: induces the endoplasmic reticulum stress response in human glioma cells. U87-MG GRP78 promoter luciferase reporter, 16 h. Potency, µM, inactives show top-dose activation, most hits filed as activators. 0.02% of 420,000 active. AID 602332; further: potency means the concentration at half of the fitted maximal effect; series mostly up to about 76 µM; % of control where 0% means no effect; nearly all actives have a fitted effect of over 35% in size
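Stably transfected U87-MG human glioma cells carrying a GRP78-based luminescent sensor were seeded at 1000 cells/well, pin-dosed with compounds and incubated 16 h. Luciferase reagent was then added, and end-point luminescence was read after 10 min at room temperature.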
RXFP1 antagonist: RXFP1 (human) relaxin receptor antagonism | HEK293-RXFP1, relaxin-stimulated cAMP HTRF, 30 min; stronger effect = lower value | activity change, negative = inhibition, % at 57.5 µM | AID 1259400 | 0.59% of 350,000 active | Q9HBX9;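 active means activity change of -60% or lower, but not beyond a set lower limit; inconclusive means change between -60% and -40%, or beyond the set limit; inactive means change above -40%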; further: on the % scale 0 is the no-effect control and ±100 the full control effect
Vif-APOBEC3F blk: Vif-A3F binding inhibition | 0.2% of 390,000 active | Potency, µM (titrated, usually from 46.1 µM), inactives show at the top dose activity, negative = active | HeLa A3F-eYFP + Vif (tagged APOBEC3F with the HIV-1 protein that degrades it), YFP fluorescence increase; further: potency means the concentration at half of the fitted maximal effect; % of control where 0% means no effect; nearly all actives have a fitted effect of over 65% in size
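HeLa cells stably expressing A3F-eYFP plus Vif, plated and incubated overnight at 37 deg C, then exposed to compounds overnight at 37 deg C. Blocked degradation read as raised yellow fluorescence (Ex 488/Em 500-530).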
Vif-A3G inh: blocks the Vif interaction with human APOBEC3G. Potency, µM (series often up to 46.1 µM), for inactives: top-dose activity, negative = active, hits mostly inhibitors. HeLa A3G-eYFP + Vif (tagged APOBEC3G with the HIV-1 protein that degrades it), YFP fluorescence, overnight. 0.076% of 410,000 active. AID 602310;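 further: potency means the concentration at half of the fitted maximal effect; on the % scale 0 is the no-effect control and ±100 the full control effect; nearly all actives have a fitted effect of over 60% in size; hits raise eYFP signal because A3G escapes Vif-driven loss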
Target sequence (Q9HC16 whole entry, looked up): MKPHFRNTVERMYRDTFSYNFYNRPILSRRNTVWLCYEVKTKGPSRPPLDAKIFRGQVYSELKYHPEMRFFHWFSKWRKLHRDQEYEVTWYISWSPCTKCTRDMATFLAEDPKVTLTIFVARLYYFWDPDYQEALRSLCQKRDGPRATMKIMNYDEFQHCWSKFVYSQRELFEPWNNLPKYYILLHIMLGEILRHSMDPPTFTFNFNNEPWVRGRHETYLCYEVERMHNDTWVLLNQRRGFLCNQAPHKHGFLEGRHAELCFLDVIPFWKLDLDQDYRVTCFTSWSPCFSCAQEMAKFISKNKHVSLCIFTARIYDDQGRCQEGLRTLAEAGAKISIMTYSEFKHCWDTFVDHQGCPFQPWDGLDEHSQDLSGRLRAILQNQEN
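Read-out is eYFP fluorescence (Ex 488/Em 500-530) from Vif-expressing HeLa A3G-eYFP cells; more signal means A3G escaped Vif-mediated degradation. Cells plated overnight, compound pinned in, incubated overnight at 37 deg C.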
D2 PAM: positively modulates the human D2 dopamine receptor allosterically; P14416; HEK293 T-REx D2, calcium flux, EC20 dopamine potentiation; potentiation, % at 10 µM; 0.34% of 340,000 active;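 active means potentiation over 3 SD above the plate norm, cut at about 30% in these data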; further: 0% is about no effect
Target sequence (P14416 whole entry, looked up): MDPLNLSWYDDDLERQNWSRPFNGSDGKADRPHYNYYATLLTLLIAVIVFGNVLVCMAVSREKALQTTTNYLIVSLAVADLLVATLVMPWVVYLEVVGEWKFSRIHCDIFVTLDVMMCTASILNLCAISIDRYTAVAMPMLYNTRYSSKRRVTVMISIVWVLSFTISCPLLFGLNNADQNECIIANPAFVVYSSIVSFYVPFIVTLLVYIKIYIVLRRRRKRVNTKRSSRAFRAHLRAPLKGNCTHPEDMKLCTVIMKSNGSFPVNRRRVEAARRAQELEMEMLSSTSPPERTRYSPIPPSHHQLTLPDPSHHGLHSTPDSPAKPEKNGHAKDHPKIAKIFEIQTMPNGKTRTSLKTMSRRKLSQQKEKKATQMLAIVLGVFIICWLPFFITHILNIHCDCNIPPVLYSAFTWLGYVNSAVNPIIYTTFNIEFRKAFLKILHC
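Tetracycline-induced Hek293 Trex D2 cells, force-coupled to calcium, loaded with no-wash calcium dye. Compound added with 180 s kinetic read for agonism, then EC20 dopamine and a further 180 s read for potentiation.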
Numbers without * were called inactive; ? = inconclusive; . = no result given. Unless noted, the call rests on the fitted dose curve; in most records, active means well fitted curve in the direction sought with a large enough effect; inconclusive means small, poorly fitted or top-dose-only effect, or another doubt; inactive means no such curve, though single readings can be large; an effect the other way counts as inactive or inconclusive. A portion of the library; count on the stated rates, not on these rows.

No.	Molecule	Vif-APOBEC3F blk	D1 antagonist	D2 PAM	Glioma ERSR ind	RXFP1 ag	RXFP1 antagonist	D1 potentiator	D1 ag	Vif-A3G inh
1	COc1ccc(Nc2nc(N)nc(CSC(=S)N3CCN(C)CC3)n2)cc1	-7%	1	13	3%	0.0%	-12	-3	0	0%
2	Cc1cccc(CNC(=O)C2CCC(=O)N(Cc3ccccc3F)C2)n1 (stereo not given)	2%	7	7	-4%	0.9%	-6	-2	1	1%
3	CCOC(=O)c1c(-n2cnnn2)sc(C)c1C	-6%	1	.	0%	1.8%	19	-4	4	1%
4	COc1cc(CC(NC(C)=O)C(=O)NC2CCN(c3nc(OC)nc(OC)n3)CC2)cc(OC)c1 (stereo not given)	2%	2	3	-1%	0.0%	-3	-3	1	-1%
5	Cc1[nH]c2ccccc2c1/C=N/Nc1ccccn1	.	-5	20	.	0.1%	.	-1	3	.
6	CC1(C(=O)O)C=CC2(CCCCC2)N1C(=O)c1ccccc1 (stereo not given)	-2%	-12	3	-2%	0.9%	.	4	-1	-1%
7	COC(=O)c1cn(-c2ccccc2)nc1-c1ccccc1	1%	14	8	3%	0.3%	-18	-6	1	-7%
8	Cc1cccc(C)c1NC(=O)c1ccc2c(c1)nnn2C1CCCC1	0%	-11	9	-4%	1.7%	-5	-1	4	-22%
9	O=C(N/N=C/C(Cl)=C/c1ccc([N+](=O)[O-])cc1)C(=O)Nc1cccc(C(=O)O)c1	?	6	3	7%	4.5%	-12	5	3	-7%
10	CCOC(=O)c1ccc(NC(=O)c2ccc3c(c2)OCO3)cc1	-9%	-13	0	3%	0.8%	3	4	7	1%
11	COc1ccccc1Nc1nn2c(=O)c3ccc(C(=O)NC4CCCCC4)cc3nc2s1	6%	3	1	-4%	0.8%	.	-1	1	0%
12	C=CCc1cccc2cc(C(=O)NNC(=O)CC#N)c(=O)oc12	2%	12	-5	10%	0.0%	-5	2	1	0%
13	C/C(Cc1nnn(-c2cc(C)on2)n1)=N\O	-10%	0	-3	-5%	-1.5%	-35	-1	1	3%
14	Nn1c(SCC(=O)Nc2cc(C(F)(F)F)ccc2Cl)nncc1=O	3%	-11	9	-7%	0.0%	-1	-3	1	2%
15	COc1ccc(/C=C/C(=O)Nc2ccccc2C(=O)O)cc1	3%	14	-1	-12%	2.6%	-13	-11	0	-6%
16	CCOc1ccc(Cl)cc1S(=O)(=O)n1cnc2cc(C)c(C)cc21	5%	-15	-1	-5%	0.4%	-8	7	2	-10%
17	CSc1ncccc1C(=O)N1CCCC(Nc2ccc(C)c(C)c2)C1 (stereo not given)	2%	-15	3	-1%	-4.5%	1	-3	3	2%
18	COCCNC(=O)C(=O)Nc1cccc(Br)c1	-11%	1	-1	2%	-3.6%	-8	0	2	0%
19	O=[N+]([O-])c1ccc2nc(CCCO)[nH]c2c1	-25%	-11	-4	-2%	0.3%	6	2	1	0%
20	Cc1cc2nc3n(c2cc1C)CC1CC(C(=O)NCc2cccc(Br)c2)N(C)C31 (stereo not given)	2%	-18	-9	0%	0.9%	.	-2	0	1%

Grouped by structure, those above with an aryl thioether with sulfur outside any ring
No.	Molecule	Vif-APOBEC3F blk	D1 antagonist	D2 PAM	Glioma ERSR ind	RXFP1 ag	RXFP1 antagonist	D1 potentiator	D1 ag	Vif-A3G inh
14	Nn1c(SCC(=O)Nc2cc(C(F)(F)F)ccc2Cl)nncc1=O	3%	-11	9	-7%	0.0%	-1	-3	1	2%
17	CSc1ncccc1C(=O)N1CCCC(Nc2ccc(C)c(C)c2)C1 (stereo not given)	2%	-15	3	-1%	-4.5%	1	-3	3	2%

Given with values under each structure: 3 of the compounds above.
Every second line gives: Vif-APOBEC3F blk | D1 antagonist | D2 PAM | Glioma ERSR ind | RXFP1 ag | RXFP1 antagonist | D1 potentiator | D1 ag | Vif-A3G inh
(3) CCOC(=O)c1c(-n2cnnn2)sc(C)c1C
    -6% | 1 | . | 0% | 1.8% | 19 | -4 | 4 | 1%
(4) COc1cc(CC(NC(C)=O)C(=O)NC2CCN(c3nc(OC)nc(OC)n3)CC2)cc(OC)c1 (stereo not given)
    2% | 2 | 3 | -1% | 0.0% | -3 | -3 | 1 | -1%
(5) Cc1[nH]c2ccccc2c1/C=N/Nc1ccccn1
    . | -5 | 20 | . | 0.1% | . | -1 | 3 | .

New compounds follow
No.	Molecule	Vif-APOBEC3F blk	D1 antagonist	D2 PAM	Glioma ERSR ind	RXFP1 ag	RXFP1 antagonist	D1 potentiator	D1 ag	Vif-A3G inh
21	CC(=O)c1cccc(S(=O)(=O)NC2CCSc3ccccc32)c1 (stereo not given)	-36%	-4	-9	1%	5.2%	4	-1	3	0%
22	O=[N+]([O-])c1ccc([N+](=O)[O-])c(Nc2ccc(N3CCOCC3)cc2)c1	-1%	-19	-6	-2%	9.4%	-2	-7	2	0%
23	CCOC(=O)c1ccc(NC(=O)CN2CCN(C(=O)c3ccco3)CC2)cc1	5%	10	-6	-4%	4.9%	-8	-6	7	0%
24	CCOc1ccc2nc(N3CCCC(C(=O)Nc4ccccc4CC)C3)sc2c1 (stereo not given)	-2%	16	-6	0%	1.0%	-7	-1	-1	-6%
25	CCn1cc2c(n1)-c1c(oc(C(=O)Nc3ccc(Br)cc3F)c1C)CC2	-9%	4	.	-3%	7.9%	-23	-3	2	0%
26	O=C1CCCN1c1ccc(S(=O)(=O)N2CCC(c3ccccc3)CC2)cc1	-12%	-21	.	-3%	0.2%	6	-8	11	2%
27	O=C(Cc1ccccc1)NNC(=S)NC(=O)c1cccs1	-1%	-5	-3	-5%	-1.4%	-36	-3	11	-2%
28	CC(=O)Nc1ccc(NC(=O)CCN2C(=O)C3CC=CCC3C2=O)cc1 (stereo not given)	1%	3	-11	-3%	1.9%	-4	-3	0	-3%
29	O=C(Nc1ccc(F)cc1)C1CCN(C(=O)c2ccc([N+](=O)[O-])cc2)CC1	-4%	-38*	5	-2%	0.7%	-2	-3	1	0%
30	CCN(CC)c1ccc(/C=N/NC(=O)c2ccc3nc[nH]c3c2)cc1	-4%	4	16	-1%	0.3%	-20	-8	2	-1%
31	O=C(NCCCn1ccnc1)c1ccc(Br)s1	5%	-2	1	-2%	1.7%	4	-9	0	13%
32	CCOC(=O)c1ccc(-n2c(=O)[nH]c3ccccc3c2=O)cc1	-3%	-12	5	-1%	3.7%	3	-2	2	1%
33	O=Cc1cn[nH]c1-c1ccccc1	2%	3	-7	-5%	3.4%	-6	0	7	3%
34	Cc1cc(C)c2c(c1)/C(=C/C(=O)c1ccc(Br)s1)C(=O)N2	2%	5	.	0%	1.0%	1	-4	1	-12%
35	NS(=O)(=O)c1ccc(CCNC(=O)CN2CCC(Cc3ccccc3)CC2)cc1	16%	-44*	7	-7%	-0.6%	6	-4	19	1%
36	COCCCN=CC1=C(O)CC(C)(C)CC1=O	1%	5	-5	-5%	2.4%	-8	-5	2	1%
37	COc1cc(-c2nc3ccc(C)cn3c2NCc2ccccc2)ccc1SC1CCCCC1	-1%	-17	-6	-3%	17%	.	-2	3	10µM*
38	Cc1ccc(S(=O)(=O)N(C)c2ccc(OC(=O)CN3C(=O)NC4(CCCC4)C3=O)cc2)cc1	-10%	10	10	3%	0.4%	1	-3	-1	-2%
39	Cc1cc(C)c2c(=O)cc(C(=O)Nc3c(C)n(C)n(-c4ccccc4)c3=O)oc2c1	1%	-5	-12	-2%	2.8%	-7	-3	1	-1%
40	CC(C)CCNC(=O)C(=O)Nc1c2c(nn1-c1ccccc1)CS(=O)(=O)C2	3%	.	6	-2%	2.0%	-3	1	-4	3%

(further entries)
No.	Molecule	Vif-APOBEC3F blk	D1 antagonist	D2 PAM	Glioma ERSR ind	RXFP1 ag	RXFP1 antagonist	D1 potentiator	D1 ag	Vif-A3G inh
41	CC(C)S(=O)(=O)c1csc(C(=O)NN)c1Cl	4%	-28	0	-1%	0.8%	1	0	0	0%
42	O=C(Cc1cccs1)Nc1cccc(-c2ccc3nncn3n2)c1	-3%	-26	-3	0%	1.7%	-26	-14	3	-2%
43	N#Cc1ccc(CN2CCN(C(=O)CCNS(=O)(=O)c3ccc(F)c(F)c3)CC2)cc1	-4%	-6	-6	-4%	0.2%	3	.	7	5%
44	COc1ccc(NC(=O)c2cc(-c3ccccn3)nc3ccccc23)c(OC)c1	5%	.	.	-3%	.	3	.	.	-11%
45	Cc1ccc(-n2c(=O)cc(N3CCCCCC3)[nH]c2=O)cc1	-3%	-5	2	-1%	0.4%	1	-2	3	-7%
46	CCOC(=O)Cc1csc(N/N=C/c2cccc([N+](=O)[O-])c2)n1	-32%	-5	-4	-2%	-0.5%	-1	-6	0	-1%
47	Cc1ccc(S(=O)(=O)Nc2nc(N)n(-c3ccccc3)n2)cc1	?	-3	2	-6%	-0.5%	-5	4	3	1%
48	CCCC(C)c1nc(C(N)=O)c2[nH]c(=O)n(-c3ccc(OC)c(OC)c3)c2n1 (stereo not given)	5%	0	5	-6%	2.0%	15	-11	0	-4%
49	CCCCN(CC)CCNC(=O)c1nn(C)c2c1CS(=O)(=O)c1ccccc1-2	11%	4	-1	-2%	0.2%	-2	-4	1	-7%
50	CCCOC(=O)c1c(NC(=O)c2cc3nc(-c4ccc(OC)cc4)cc(C(F)(F)F)n3n2)sc2c1CCCC2	2%	1	-18	-3%	1.6%	7	-2	3	0%
51	COc1ccc(CN2CCN(C(=O)c3c(-c4ccccc4)noc3C)CC2)cc1F	1%	-2	6	-3%	3.6%	6	0	3	5%
52	CC(C)(C)c1ccc(C(=O)N2CCCC2c2cccs2)cc1 (stereo not given)	-3%	-13	8	0%	-0.9%	-32	.	16	1%
53	CSCCCN1CCCC(CO)(Cc2ccc(F)cc2)C1 (stereo not given)	6%	32	0	4%	-0.6%	1	-9	-2	-1%

Ordered by value in D1 ag (descending): 3 of the compounds above
No.	SMILES	D1 ag
52	CC(C)(C)c1ccc(C(=O)N2CCCC2c2cccs2)cc1 (stereo not given)	16
49	CCCCN(CC)CCNC(=O)c1nn(C)c2c1CS(=O)(=O)c1ccccc1-2	1
48	CCCC(C)c1nc(C(N)=O)c2[nH]c(=O)n(-c3ccc(OC)c(OC)c3)c2n1 (stereo not given)	0

Screening results (PubChem)
